Screening data: PubChem BioAssay, National Center for Advancing Translational Sciences (NCATS)
IDH1 R132H inh – blocks human mutant IDH1 R132H enzyme | AID 602179 | Potency, µM (top dose mostly 76.6 µM), for inactives: top-dose activity change, negative = inhibition, actives largely listed as inhibitors | IDH1-R132H enzyme, NADPH consumption, diaphorase/resazurin fluorescence | hit rate 0.093% among 390,000; note: % is set by controls: 0 for no effect and ±100 for the full control effect; nearly all actives have a fitted effect of over 65% in size
Target sequence (O75874 whole entry R132H, stated change not applied): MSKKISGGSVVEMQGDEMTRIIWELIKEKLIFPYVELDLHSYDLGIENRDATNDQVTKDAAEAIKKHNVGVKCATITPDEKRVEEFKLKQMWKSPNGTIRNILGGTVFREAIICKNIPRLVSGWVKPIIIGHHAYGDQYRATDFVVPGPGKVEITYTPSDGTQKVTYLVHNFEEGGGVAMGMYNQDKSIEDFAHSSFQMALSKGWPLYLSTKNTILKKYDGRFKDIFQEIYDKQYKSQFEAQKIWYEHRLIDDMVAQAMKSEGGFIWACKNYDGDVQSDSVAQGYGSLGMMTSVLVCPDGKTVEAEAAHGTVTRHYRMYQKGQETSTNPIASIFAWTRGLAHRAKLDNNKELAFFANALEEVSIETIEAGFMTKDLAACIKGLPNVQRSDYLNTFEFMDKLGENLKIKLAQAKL
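IDH1-R132H (0.5 ug/mL dispensed) in pH 7.5 Tris buffer was preincubated 30 min with compound, then given a substrate mix of 0.016 mM NADPH and 2 mM alpha-KG for 80 min at room temperature; remaining NADPH was read by diaphorase/resazurin fluorescence.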
USP1-UAF1 inh – blocks the human USP1/UAF1 deubiquitinase complex; recombinant USP1/UAF1, Ub-Rhodamine cleavage fluorescence; Potency, µM (doses to about 57.1 µM), inactives show at the top dose activity change, negative = inhibition, actives largely listed as inhibitors; hit rate 0.23% among 390,000; AID 743255; note: % is set by controls: 0 for no effect and ±100 for the full control effect; nearly all actives have a fitted effect of over 60% in size; inactives centre near -12
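High-throughput fluorogenic screen: 1nM USP1/UAF1 complex, Ub-Rho substrate 150nM final, 50mM HEPES pH 7.8 with 0.5mM EDTA, 0.1 mg/ml BSA, 1mM TCEP and 0.01% Tween-20.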
Vif-APOBEC3G blk – inhibitors of Vif-APOBEC3G interaction; HeLa A3G-eYFP + Vif (tagged APOBEC3G with the HIV-1 protein that degrades it), YFP fluorescence, overnight; Potency, µM (top dose mostly 46.1 µM), without a hit: top-dose activity, negative = active, actives largely listed as inhibitors; hit rate 0.076% among 410,000; AID 602310;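 note: % is set by controls: 0 for no effect and ±100 for the full control effect; nearly all actives have a fitted effect of over 60% in size; hits raise eYFP signal because A3G escapes Vif-driven loss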
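Read-out is eYFP fluorescence (Ex 488/Em 500-530) from Vif-expressing HeLa A3G-eYFP cells; more signal means A3G escaped Vif-mediated degradation. Cells plated overnight, compound pinned in, incubated overnight at 37 deg C.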
12-LOX inh – blocks human arachidonate 12S-lipoxygenase; Potency, µM (top dose mostly 108 µM), for the others: at the top dose activity change, negative = inhibition, usual class: inhibitors; P18054; AID 1671190; purified 12hLO, xylenol orange hydroperoxide absorbance; hit rate 1.1% among 580,000; note: % is set by controls: 0 for no effect and ±100 for the full control effect
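Purified human 12hLO at 150 nM in 25 mM Hepes, 0.01% Triton X-100, pH 7.0, preincubated 15 min at room temperature with compound. Reaction started with 40 uM arachidonic acid, 30 min at room temperature. Hydroperoxide measured by Fe-xylenol orange, 573/405 nm absorbance ratio.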
RXFP1 agonist – RXFP1 (human) receptor agonism; Q9HBX9; HEK293T-RXFP1 cAMP TR-FRET, 30 min; response scale: percent of porcine relaxin response, buffer zero; Potency, µM (highest dose often 57.5 µM), for inactives: top-dose activation, usual class: activators; hit rate 0.3% among 370,000; note: % is set by controls: 0 for no effect and ±100 for the full control effect; nearly all actives have a fitted effect of over 60% in size; many of its hits are not listed in these tables
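HEK293T cells stably expressing RXFP1 were pretreated with the PDE4 inhibitor Ro 20174, exposed to compounds for 30 min at 37C, lysed, and cAMP was read by TR-FRET. Data normalized to buffer (basal) and 29 nM porcine relaxin (100%).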
RGS4 inhibitor – human RGS4 inhibition. AID 504845. Potency, µM (highest dose often 114 µM), inactives show at the highest dose activity change, negative = inhibition, hits mostly inhibitors. Transcreener GDP fluorescence polarization, RGS4-accelerated GTP hydrolysis. hit rate 0.039% among 390,000. P49798; note: % is set by controls: 0 for no effect and ±100 for the full control effect; nearly all actives have a fitted effect of over 75% in size; some results filed as inactive show a strong effect at the top dose
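MLSMR compounds (23 nl, pin-transferred) preincubated 10 min at room temperature with a 500nM (2x) first reagent, then RGS4 at 900nM (2x) plus Transcreener GDP mix added; fluorescence polarization (620/688 nm) read before and after 90 min at 30 °C.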
Vif-A3F inh – blocks the Vif interaction with APOBEC3F | HeLa A3F-eYFP + Vif (tagged APOBEC3F with the HIV-1 protein that degrades it), YFP fluorescence increase | Potency, µM (doses to about 46.1 µM), inactives show at the highest dose activity, negative = active | hit rate 0.2% among 390,000 | AID 602313; note: % of control where 0% means no effect; nearly all actives have a fitted effect of over 65% in size
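HeLa cells stably expressing Vif plus C-terminally eYFP-tagged A3F were seeded, incubated overnight at 37 deg C, dosed with compound, incubated overnight again at 37 deg C. Yellow fluorescence (Ex 488/Em 500-530) reported blocked Vif-mediated A3F-eYFP degradation.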
TrxR1 substrate – is turned over as a substrate by rat TrxR1; AID 588456; Potency, µM (top dose mostly 114 µM), for the others: at the highest dose activity change, negative = substrate turnover; purified TrxR1 substrate turnover, NADPH consumption readout; O89049; hit rate 0.01% among 390,000; note: % is set by controls: 0 for no effect and ±100 for the full control effect; nearly all actives have a fitted effect of over 50% in size
Target sequence (O89049 whole entry, looked up): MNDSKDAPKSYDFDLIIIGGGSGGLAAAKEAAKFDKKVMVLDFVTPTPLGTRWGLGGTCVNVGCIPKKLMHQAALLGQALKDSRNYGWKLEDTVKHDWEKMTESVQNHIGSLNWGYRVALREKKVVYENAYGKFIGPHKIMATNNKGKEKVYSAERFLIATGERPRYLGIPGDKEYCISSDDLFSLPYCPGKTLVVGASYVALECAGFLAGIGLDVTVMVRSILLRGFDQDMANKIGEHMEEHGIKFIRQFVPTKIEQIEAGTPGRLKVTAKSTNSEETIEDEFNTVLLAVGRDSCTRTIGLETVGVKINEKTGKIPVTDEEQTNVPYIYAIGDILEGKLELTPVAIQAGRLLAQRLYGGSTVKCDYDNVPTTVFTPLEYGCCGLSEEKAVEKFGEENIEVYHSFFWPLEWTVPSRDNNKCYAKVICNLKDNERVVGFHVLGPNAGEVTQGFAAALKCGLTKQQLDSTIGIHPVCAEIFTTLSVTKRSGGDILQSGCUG
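Rat TrxR1, dispensed at 90 nM, was prereduced with 400 uM NADPH (final) for 5 min at ~22 deg C, then incubated with compound 15 min before 400 uM selenite. A first-read NADPH fluorescence drop versus no-compound background flagged substrates.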
rTrxR1 inhibitor – rat TrxR1 inhibition. recombinant rTrxR1, NADPH fluorescence consumption, selenite substrate. Potency, µM (top dose mostly 114 µM), for inactives: at the highest dose activity change, negative = inhibition, hits mostly inhibitors. hit rate 1% among 390,000; note: % is set by controls: 0 for no effect and ±100 for the full control effect; nearly all actives have a fitted effect of over 65% in size
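Rat TrxR1 (90 nM in the dispensed reagent) was pre-reduced with 400 uM NADPH for 5 min at room temperature, then incubated with compound for 15 min. After 400 uM selenite was added, NADPH fluorescence (Ex 340/Em 450 nm) was followed for 8 min.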
Active calls of the source: *; ? = inconclusive; . = no result given; & = joins results of further samples; [ ] = dose if it differs, or a comment. Calls come from the whole dose curve; as a rule, active = well fitted curve in the direction sought with a large enough effect; inconclusive = small, poorly fitted or top-dose-only effect, or another doubt; inactive = no such curve, though single readings can be large; an effect the other way counts as inactive or inconclusive. Potency is the fitted concentration of half-maximal effect. These rows are one share of the data, so the mix of outcomes need not match the whole.

Below each SMILES: IDH1 R132H inh | USP1-UAF1 inh | Vif-APOBEC3G blk | 12-LOX inh | RXFP1 agonist | RGS4 inhibitor | Vif-A3F inh | TrxR1 substrate | rTrxR1 inhibitor
- C[C@@H](CN1CCC(Cc2ccccc2)CC1)[C@@H](O)c1ccc(O)cc1
 : 2.4% | -17.2% | -0.8% | ? | -1.1% | 2.0%[56.9 µM] | 5.0% | 3.7%[57.1 µM] | -0.9%[57.1 µM]
- Cc1cc(C)cc(NC(=O)C(OC(=O)c2cc[n+]([O-])cc2)c2ccccc2)c1 (configuration not stated)
 : -7.9% | -14.5% | 0.6% | ? | 0.2% | 1.0% | 5.5% | 1.5% | 1.8%
- O=C(CCC(=O)N1CCN(c2ccc(C(F)(F)F)cn2)CC1)c1cccs1
 : -10.1% | -2.8% | 0.4% | 339.7%[activator] | 1.4% | 6.4% | -16.1% | -2.7% | -4.9%
- Cc1ccccc1Nc1c(-c2ccc(N3CCOCC3)cc2)nc2ncccn12
 : -1.1%&-2.6% | -21.7%&2.4% | 1.4%&-11.3% | ? | 15.6%&16.8% | -11.8%&1.7% | -0.2%&1.1% | -6.0%&-9.0% | 4.4%&2.4%
- COc1ccc(OC)c(NC(=O)c2oc3c(c2C)C(O)CC(C)(C)C3)c1 (configuration not stated)
 : 0.4% | ? | -0.6% | 479.8%[activator] | 1.4% | -11.8% | 1.0% | -7.5% | 1.5%
- CC(=O)NC(c1ccc(N(C)C)cc1)c1cc(Cl)c2cccnc2c1O (configuration not stated)
 : -10.2% | 5.2% | ? | ? | . | . | -16.4% | . | .
- COc1ccccc1CCNC(=O)Cn1c(=O)oc2ccccc21
 : 15.1% | -23.8% | -2.0% | 0.0% | 0.2% | 9.8% | 1.7% | -0.5% | 21.5%
- CCCC1NC(C(=O)O)Cc2c1[nH]c1ccccc21 (configuration not stated)
 : 2.6% | -22.7% | -0.2% | 3.6% | 1.6% | ? | -15.9% | 29.8%[57.1 µM] | -39.4%
- CCS(=O)(=O)N1CCC(C(=O)NCc2ccc3c(c2)OCO3)CC1
 : -9.1% | -4.1% | 0.6% | 7.2% | -0.4% | -4.0%[56.9 µM] | -3.1% | -1.4% | 8.4%
- O=c1cc(-c2ccncc2)oc2ccccc12
 : -0.3% | 0.1% | 0.7% | 17.4% | 0.0% | 10.6%[11.4 µM] | 8.9% | -11.2% | -0.4%[57.1 µM]
- CC(Sc1ccccc1)C(=O)NCC1COc2ccccc2O1 (configuration not stated)
 : 5.3% | -14.3% | 1.3% | -14.2% | 0.1% | -16.9% | 8.1% | -10.6% | -10.5%
- N#Cc1cc2cc3c(cc2nc1SCC(=O)N1CCOCC1)OCCO3
 : 12.9% | -17.1% | -1.3% | 11.3% | 11.0% | 5.0% | 0.2% | 8.0% | 13.6%
- CN(CCNC(=O)C1CCN(S(=O)(=O)c2cnc[nH]2)CC1)Cc1ccccc1
 : 0.3% | -10.5% | -0.2% | 0.0% | -1.0% | -12.6% | -0.2% | 7.9% | 18.1%
- Cc1ccccc1NS(=O)(=O)c1cccc2nsnc12
 : 4.6% | -6.0% | 0.3% | -3.3% | 0.3% | 1.3% | 15.3% | -8.1% | 3.5%[57.1 µM]
- COc1ccc(C(=O)Nc2cccc(-c3cn4ccsc4n3)c2)cc1OC
 : -4.1% | 6.1% | -8.3% | -5.9% | 3.0% | -16.2% | -9.7% | -2.1%[57.1 µM] | 4.1%[57.1 µM]
- C/C=C/c1ccc(OCCCCOc2c(OC)cccc2OC)c(OC)c1
 : 6.9% | -15.7% | -1.4% | 4.1% | -1.6% | -9.9% | -1.9% | -17.0% | -13.7%
- O=C(NNC(=O)c1cc2ccccc2oc1=O)c1ccccc1[N+](=O)[O-]
 : 0.0% | -17.4% | -12.2% | 493.4%[activator] | 1.5% | -23.6% | -5.7% | -1.7% | 6.3%
- Cc1cc(C)cc(N2C(=O)C3CCCN3C2=S)c1 (configuration not stated)
 : 3.0% | -7.2% | 0.1% | 8.7% | -0.6% | -9.8% | -9.8% | 18.2%[57.1 µM] | 25.2%[57.1 µM]
- C=CCNc1nc(-c2cccs2)c(CC(=O)O)s1
 : 0.5% | -18.4% | -3.0% | ? | 0.1% | ? | -17.0% | 3.5% | -31.3%
- O=C1CCCC2=C1C(c1ccc(O)c(O)c1)Nc1ccc3ccccc3c12 (configuration not stated)
 : 5.3% | -13.5% | -9.0% | 0.0% | . | -12.2% | -1.6% | 11.5% | ?

Other structures
canonical_smiles	IDH1 R132H inh	USP1-UAF1 inh	Vif-APOBEC3G blk	12-LOX inh	RXFP1 agonist	RGS4 inhibitor	Vif-A3F inh	TrxR1 substrate	rTrxR1 inhibitor
COc1ccc(C(NC(=O)N2CC(C)OC(C)C2)C(Cl)(Cl)Cl)cc1F (configuration not stated)	-2.2%	-19.3%	3.7%	14.4%	0.4%	6.9%	-0.1%	8.7%[57.1 µM]	8.1%[57.1 µM]
COc1cc2c(cc1OC)CN(C(=O)COc1ccc(C#N)cc1)CC2	1.0%	-8.6%	2.3%	?	-0.1%	25.8%	-1.4%	-8.2%	-20.5%
CCOC(=O)c1sc(NC(=O)C2CC2)nc1C	15.6%	-19.4%	-12.0%	-7.5%	0.2%	-2.0%	-5.9%	8.2%	4.7%
CCOCCCNC(=O)CN1C(=O)c2ccccc2Sc2ncccc21	0.0%	-24.8%	-4.7%	14.3%	0.0%	-3.7%	-0.6%	-5.1%	-3.3%
C=CCn1c(=O)c2ccc(C(=O)NCc3ccccc3)cc2n(Cc2ccc(Cl)cc2)c1=O	-5.4%	-18.5%	3.7%	-12.1%	0.7%	8.2%	-1.0%	-6.4%[57.1 µM]	7.9%[57.1 µM]
Cc1cccc(C)c1Nc1c(-c2ccsc2)nc2ccccn12	-26.5%	-7.8%	-2.1%	?	11.2%	16.5%	-2.1%	102.5%[activator]	51.6%[activator]
Cc1ccc(O)c(NC(=O)CCS(=O)(=O)c2nc(-c3ccc4c(c3)OCO4)cc(C(F)(F)F)n2)c1	-4.1%	?	?	-9.9%	12.1%	-37.3%	-2.8%	-7.0%	?
O=c1c2ccccc2ncn1Cc1ccc(Cl)c(Cl)c1	5.4%	-24.1%	-12.8%	0.0%	-2.3%	9.1%	-1.3%	3.3%	25.6%
CCC(=O)N1CC(C)C(=O)Nc2ccccc21 (configuration not stated)	3.4%	4.1%	1.2%	-29.1%	0.6%	-16.2%	1.8%	4.5%[57.1 µM]	11.5%[57.1 µM]
COc1cc(CNCCCN2CCOCC2)cc(Br)c1OCc1ccc(Cl)cc1	0.1%	-20.5%	-20.9%	?	2.4%	-5.7%	11.4%	-5.9%	0.0%
CC1CC(C)CN(S(=O)(=O)c2ccc(NN)nc2)C1 (configuration not stated)	8.3%	-23.2%	4.6%	?	2.3%	-6.7%	13.7%	3.3%	5.0%
CCOC(=O)N1CCC2(CC1)C(C(=O)C13CC4CC(CC(C4)C1)C3)C2(C#N)C#N (configuration not stated)	12.8%	-14.2%	0.2%	0.0%	0.5%	-25.2%	-0.1%	-1.3%	10.3%
CCOC(=O)C(NC(=O)c1ccccc1Cl)(Nc1ccc(C(F)(F)F)cc1)C(F)(F)F (configuration not stated)	?	-16.5%	0.7%	11.0%	-1.2%	-20.5%	-9.5%	3.3%[57.1 µM]	9.8%
Cc1cccc(-c2nnc(SCC(=O)Nc3ncccn3)n2C)c1	-3.4%	-0.2%	0.3%	25.7%	4.2%	46.5%	9.6%	1.9%	0.7%
COc1ccc2nc(C)cc(Nc3ccc(C)cc3)c2c1	1.7%	-9.9%	2.0%	-4.5%	-0.5%	-11.7%	-1.1%	3.7%	13.4%
COc1cc(SC)ccc1C(=O)N(Cc1ccccc1)c1ccccc1	0.6%	-29.1%	-7.1%	-1.1%	1.2%	2.4%	0.5%	6.8%	34.1%

3 of the entries above in order of their number in TrxR1 substrate, ascending.
Compound	IDH1 R132H inh	USP1-UAF1 inh	Vif-APOBEC3G blk	12-LOX inh	RGS4 inhibitor	TrxR1 substrate	rTrxR1 inhibitor
Cc1cccc(-c2nnc(SCC(=O)Nc3ncccn3)n2C)c1	-3.4%	-0.2%	0.3%	25.7%	46.5%	1.9%	0.7%
CC1CC(C)CN(S(=O)(=O)c2ccc(NN)nc2)C1 (configuration not stated)	8.3%	-23.2%	4.6%	?	-6.7%	3.3%	5.0%
COc1ccc2nc(C)cc(Nc3ccc(C)cc3)c2c1	1.7%	-9.9%	2.0%	-4.5%	-11.7%	3.7%	13.4%
